CCHF vOTU inh: CCHFV vOTU protease inhibitors, primary screen, biochemical, Pep-AMC substrate, fluorescence; Crimean-Congo hemorrhagic fever virus L polyprotein viral ovarian tumor (vOTU) protease …; inhibition, % at 11.5 µM; hit rate 0.55% among 370,000; note: 0% = vehicle wells with enzyme and 100% = no enzyme wells
Rv3671c protease: Rv3671c serine protease inhibitors, primary screen, biochemical, fluorescence polarization, M. tuberculosis H37Rv; P9WHR9; inhibition, % at 5.96 µM; hit rate 0.048% among 320,000; in the data active = inhibition above about 38%;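 note: extracellular domain of Rv3671c used as enzyme; 0% = enzyme with DMSO and 100% = no enzyme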
VHR inh abs: VHR1 phosphatase inhibitors, primary screen, biochemical, absorbance, uHTS | hit rate 0.52% among 290,000 | Dual specificity protein phosphatase 3 (Homo sapiens), P51452 | recombinant VHR phosphatase, pNPP absorbance | inhibition, % at 13.3 µM; in the data active = inhibition above about 50%; note: some compounds called inactive have numbers as strong as hits
Target sequence (P51452 whole entry, looked up): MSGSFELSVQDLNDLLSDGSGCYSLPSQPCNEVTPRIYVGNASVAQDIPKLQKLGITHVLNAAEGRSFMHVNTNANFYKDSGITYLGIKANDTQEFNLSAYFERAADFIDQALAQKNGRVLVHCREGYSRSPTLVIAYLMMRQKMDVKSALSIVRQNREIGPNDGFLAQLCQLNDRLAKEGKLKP
MazF activator: activators of E. coli MazEF toxin-antitoxin RNase, primary screen, biochemical, fluorescence, uHTS | Endoribonuclease toxin MazF (Escherichia coli (strain K12)), P0AE70 | FAM/BHQ RNA-DNA oligo cleavage fluorescence, 5 h | hit rate 0.32% among 350,000 | activation, % at 20 µM | AID 504720, 2011; in the data active = activation above about 50%
Target sequence (P0AE70 whole entry, looked up): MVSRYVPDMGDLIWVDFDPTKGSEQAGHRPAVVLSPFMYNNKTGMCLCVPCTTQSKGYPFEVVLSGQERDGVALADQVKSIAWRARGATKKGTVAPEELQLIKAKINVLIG
GDH-TPI inh: GDH-TPI coupling enzyme inhibitors, primary screen, artefact control for M. tuberculosis FBA inhibitor project, biochemical, absorbance, full deck; GDH-TPI coupled enzyme counterscreen, NADH absorbance; hit rate 1.2% among 360,000; inhibition, % at 4.8 µM; AID 588335, 2011;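 note: 0% = DMSO wells and 100% = wells lacking the enzyme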
UGM FP inh: M. tuberculosis UGM enzyme inhibitors, primary screen, biochemical, fluorescence polarization, single point; AID 504406, 2011; hit rate 0.06% among 320,000; purified UGM, fluorescence polarization probe displacement; inhibition, % at 10 µM; in the data active = inhibition above about 10%, passing the limit was not always enough; inconclusive = no clear call, values can overlap the other calls
Target sequence (P9WIQ1 whole entry, looked up): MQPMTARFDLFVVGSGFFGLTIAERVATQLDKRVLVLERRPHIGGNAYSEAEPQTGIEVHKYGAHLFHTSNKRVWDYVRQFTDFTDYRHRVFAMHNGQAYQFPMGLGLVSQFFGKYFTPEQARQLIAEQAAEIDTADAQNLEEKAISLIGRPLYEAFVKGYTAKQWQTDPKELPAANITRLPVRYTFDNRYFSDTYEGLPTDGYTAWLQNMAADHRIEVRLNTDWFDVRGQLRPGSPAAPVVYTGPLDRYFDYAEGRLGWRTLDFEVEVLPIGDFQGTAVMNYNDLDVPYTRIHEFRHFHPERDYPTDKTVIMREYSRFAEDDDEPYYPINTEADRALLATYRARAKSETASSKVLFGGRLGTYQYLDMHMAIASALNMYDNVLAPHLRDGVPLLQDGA
Mtb BioA inh: M. tuberculosis BioA enzyme inhibitors, primary screen, biochemical, plate reader, single point, HTS; 7,8-diaminopelargonic acid synthase BioA (Mycobacterium tuberculosis); purified M. tuberculosis BioA enzyme; hit rate 0.096% among 360,000; inhibition, % at 9.99 µM; in the data active = inhibition above about 40%; inconclusive = no clear call, values can overlap the other calls
FBA Mtb inh: Mtb FBA enzyme inhibitors, primary screen, biochemical, fluorescence, strain H37Rv | hit rate 2.3% among 360,000 | purified M. tuberculosis FBA, fluorescence read-out | inhibition, % at 1 µM | Fructose-bisphosphate aldolase (Mycobacterium tuberculosis (strain ATCC 25618 / H37Rv)), …; in the data active = inhibition above about 27%;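 note: 0% = vehicle and 100% = reference inhibitor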
Target sequence (P9WQA3 whole entry, looked up): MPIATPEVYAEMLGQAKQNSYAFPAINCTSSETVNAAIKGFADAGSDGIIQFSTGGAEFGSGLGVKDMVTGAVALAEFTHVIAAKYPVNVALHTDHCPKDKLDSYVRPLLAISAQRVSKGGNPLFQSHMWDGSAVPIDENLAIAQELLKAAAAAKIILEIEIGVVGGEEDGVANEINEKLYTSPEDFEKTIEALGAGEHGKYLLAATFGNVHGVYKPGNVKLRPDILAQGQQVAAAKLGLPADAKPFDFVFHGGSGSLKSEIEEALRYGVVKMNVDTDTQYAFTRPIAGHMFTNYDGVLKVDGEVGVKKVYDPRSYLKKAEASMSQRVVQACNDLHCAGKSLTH
BoNT F protease: BoNT/F light chain protease inhibitors, primary screen, biochemical, flow cytometry, MLPCN library; Botulinum neurotoxin type F light chain protease (Clostridium botulinum); hit rate 0.22% among 360,000; inhibition, % at 10 µM; Multiplex microsphere protease cleavage assay; in the data active = inhibition above about 35%, passing the limit was not always enough; inconclusive = no clear call, values can overlap the other calls; note: plate controls were buffer without enzyme for full effect and enzyme alone for no effect
FadD28 binding: inhibitors of FadD28 bisubstrate probe binding, primary screen, biochemical, fluorescence polarization, single point. Mycobacterium tuberculosis FadD28 fatty-acid-AMP ligase. inhibition, % at 12.5 µM. hit rate 0.22% among 360,000; in the data active = inhibition above about 8.5%, passing the limit was not always enough; inconclusive = no clear call, values can overlap the other calls
* = called active by the depositor; ? = inconclusive; . = not tested or not shown; & = joins results of further samples. Cut-off read from the data, not from the text of the source, unless noted: active = inhibition above about 30%; inactive = the rest.

compound	CCHF vOTU inh	Rv3671c protease	VHR inh abs	MazF activator	GDH-TPI inh	UGM FP inh	Mtb BioA inh	FBA Mtb inh	BoNT F protease	FadD28 binding
COc1ccc(CNC(=O)[C@H](NC(=O)C2CCN(C(=O)[C@@H](N)CCSC)CC2)C(C)C)cc1	-8	2	29	7	-6	-2.6	-0.7	-2	-1	-3.9
O=C(COc1ccccc1)Nc1ccc(CSc2ccccc2)cc1	0	-1	23	-20	0	2.0	-1.2	3	-5	-0.7
CCOC(=O)c1nc2nc(C)c(Cl)c(=O)n2[nH]1	6	-2	14	-13	4	2.1	-1.0	0	-13	-2.2
COc1ccc(OC)c(S(=O)(=O)N2CCC(C(=O)NCC3CCCO3)CC2)c1 (configuration not stated)	-6	0	8	-10	3	-1.5	-2.0	-1	7	-2.3
O=P(Nc1cccnc1)(Oc1ccccc1)Oc1ccccc1	10	0	6	-1	8	-0.5	.	2	-1	-0.4
CC(C)CCNC(=O)c1c(CSc2ccccc2)noc1C(=O)NCc1ccccc1	3	-9	15	0	2	1.4	-8.5	3	-1	-0.4
CC(C)(C)c1csc(NC(=O)Cn2cnc3ccccc3c2=O)n1	0	1	6	0	-1	-0.3	.	0	3	0.3
CCOc1ccc(NC(=O)CN(C)C(=O)c2ccc(N3CCCC3)c([N+](=O)[O-])c2)cc1OCC	5	2	.	-2	-6	2.8	-1.9	-4	?	0.0
CC(C)(C)c1ccc(S(=O)(=O)NCc2ccc(C(=O)NCc3ccccn3)cc2)cc1	1	3	1	-4	6	3.7	.	-1	-6	-2.4
Cc1ccc(C)c(NC(=O)CSc2nnc([C@@H](N)Cc3c[nH]c4ccccc34)o2)c1	-7	1	-1	3	-11	-0.9	-0.2	5	-12	-0.4
Cc1ccc(C(=O)NCCCNC(=O)c2cccnc2)cc1	5	9	6	-25	-3	-0.4	6.6	-4	-2	-0.4
COc1cc2c(cc1OC)C1=C(C#N)COCN1CC2	13	-2	32	1	9	-4.3	1.8	6	2	-2.6
O=C(c1cc(-c2ccncc2)nc2ccccc12)N1CCN(c2ccccc2O)CC1	6	-3	18	0	0	-2.6	1.0	1	-14	-4.8
Cc1cc(C)nc(SCC(=O)Nc2ncc(Cc3cccc(Cl)c3)s2)n1	6	-14	4	4	9	-2.0	-0.5	-1	-9	-5.6
O=S(=O)(Nc1ccc(-c2ccc(NS(=O)(=O)c3ccccc3)cc2)cc1)c1ccccc1	3	.	.	35	4	.	-0.7	-3	6	-2.2
CCCCS(=O)CC(O)COCC (configuration not stated)	-3	0	0	11	2	-3.0	-2.8	0	-6	0.7
COc1cc(C)ccc1Oc1ncnc(N)c1[N+](=O)[O-]	-15	-10	6	4	7	1.1	-1.7	2	0	0.0
CCc1nc(N2CCN(C(=O)c3ccccc3)CC2)c2c3c(sc2n1)CCCC3	3	3	11	-23	-2	0.3	.	1	-4	0.1
COc1cc(C(=O)NCC2(c3ccccc3)CCCC2)cc(OC)c1OC	12	-6	9	2	9	2.0	-1.2	0	-20	-1.1
O=[N+]([O-])c1ccc(Oc2ccc(OCc3ccccc3)cc2)nc1	-1	3	26	2	14	0.1	0.0	4	18	-0.5
COc1ccc(NCC(=O)Nc2ccc(Br)cc2F)c(OC)c1	1	2	6	-2	-10	-1.9	4.4	1	-9	-3.8
Cc1cc(/C=N\NC(=O)c2cccs2)c(C)n1-c1ccc2ncccc2c1	2	5	24	4	37*	0.1	1.6	0	-4	-2.7
O=C1Nc2ccccc2C(O)(C(=O)NCc2ccco2)N1c1ccc(Cl)cc1 (configuration not stated)	.	0	-2	2	-4	0.0	-0.2	-5	24	-0.4
CC1=C(C#N)C(NC(=O)C2CC2)(C(F)(F)F)C(=O)N1 (configuration not stated)	1	-2	7	6	-7	2.2	-0.2	-2	4	-5.3
Cc1cccc(C)c1NC(=O)CN(c1ccccn1)S(=O)(=O)c1ccccc1	-12	-10	16	8	5	0.9	-1.2	18	-2	0.2

Record cards (already shown). Values in the order: CCHF vOTU inh | Rv3671c protease | VHR inh abs | MazF activator | GDH-TPI inh | UGM FP inh | Mtb BioA inh | FBA Mtb inh | BoNT F protease | FadD28 binding
Cc1cccc(C)c1NC(=O)CN(c1ccccn1)S(=O)(=O)c1ccccc1 across the screens: -12 | -10 | 16 | 8 | 5 | 0.9 | -1.2 | 18 | -2 | 0.2
O=C(c1cc(-c2ccncc2)nc2ccccc12)N1CCN(c2ccccc2O)CC1 across the screens: 6 | -3 | 18 | 0 | 0 | -2.6 | 1.0 | 1 | -14 | -4.8
COc1ccc(OC)c(S(=O)(=O)N2CCC(C(=O)NCC3CCCO3)CC2)c1 (configuration not stated) across the screens: -6 | 0 | 8 | -10 | 3 | -1.5 | -2.0 | -1 | 7 | -2.3

New compounds follow.
compound	CCHF vOTU inh	Rv3671c protease	VHR inh abs	MazF activator	GDH-TPI inh	UGM FP inh	Mtb BioA inh	FBA Mtb inh	BoNT F protease	FadD28 binding
Cn1ncc(Br)c1C(=O)NC1CCCCCC1	1	.	16	8	-7	-2.0	-1.1	-1	2	.
OC(c1ccccc1)(c1nc(-c2cccc3cccnc23)cs1)C(F)(F)F (configuration not stated)	15	.	.	.	-1	.	-1.8	-1	-5	-11
CCOC(=O)NNS(=O)(=O)c1cc(Br)ccc1Br	13	4	26	-2	3	-1.3	0.2	1	7	-4.0
CCO[C@@H]1OC(C(=O)Nc2ccccc2)=C[C@H](c2ccc3c(c2)OCO3)[C@H]1CCCO	8	2	21	6	7	0.0	1.0&0.2	1	-6	-4.9
COc1ccccc1C1CCN(c2cc(O)ccc2[N+](=O)[O-])CC1	4	-7	36	3	7	-2.7	-0.3	-12	?	-19
CC(C)(C)S(=O)(=O)c1c(C(=O)O)cccc1C(=O)O	1	-1	-6	3	-12	0.3	0.4	-6	2	-4.8
Cc1n[nH]c(C)c1CCN(C)Cc1cn(C)nc1-c1ccc2c(c1)OCCO2	0	1	4	6	1	-1.5	-0.7	2	-6	-0.7
COc1ccc(CCN2CC(C(=O)N3CCC(O)(c4ccccc4)CC3)CCC2=O)cc1 (configuration not stated)	-8	-2	-10	7	-2	-1.5	-1.3	-2	1	-1.4
Cc1cc(C)n(-c2nnc(NC(C)(C)C)nn2)n1	-6	4	-6	-5	1	2.7	0.5	0	-1	-3.3
COc1ccccc1N1CCN(C(=O)/C=C/c2cccc([N+](=O)[O-])c2)CC1	10	0	12	12	-6	-3.8	.	5	?	-1.3
Cc1nn(-c2ccc(F)cc2)c(Cl)c1/C=C(/CCC(=O)O)c1nc2ccccc2s1	8	.	.	-2	14	.	36	1	-2	-0.8
NNC(=O)C(=O)Nc1ccc(Cl)c(Cl)c1	-9	0	21	-26	-9	-0.9	-2.8	0	?	0.5
CC(C)c1[nH]nc2c1C(Cc1ccccc1)C(C#N)=C(N)O2 (configuration not stated)	-12	-1	14	-6	11	-0.3	1.7	2	6	-3.7
O=C(OCc1nc(-c2ccccc2Cl)no1)c1ccco1	-7	-5	.	-1	-5	-0.8	1.4	-1	-6	-4.4
O=C(COc1ccccc1)NCC(=O)Nc1cccc(S(=O)(=O)NC2=NCCC2)c1	-2	5	26	2	1	2.1	-1.9	5	-10	-0.5
CC(C)(C)C(=O)Nc1ccc(C(=O)N/N=C/c2ccccc2OC(=O)c2ccc(Cl)cc2)cc1	16	-140	-8	-9	12	-3.6	.	4	-8	-3.0
CC(C)CNC(=O)C1(C)CCCN1C(=O)c1ccc2ccccc2n1 (configuration not stated)	-1	.	.	.	11	.	-0.4	0	1	-0.2
Cc1cccc(N)c1-c1c(C)cccc1N	-1	-4	20	-1	7	0.9	.	-1	1	0.5
CCCn1c(=O)c2[nH]cnc2n(-c2ccc(Cl)cc2)c1=O	-8	-1	12	-1	1	3.8	.	0	?	0.6
O=C(COC(=O)/C=C/c1ccc(S(=O)(=O)N2CCOCC2)cc1)NC1CCCCCCC1	-1	-3	7	4	3	-0.5	.	3	-8	-2.0
CCOC(=O)C1(CCOC)CCN(CC(C)Cc2ccc3c(c2)OCO3)CC1 (configuration not stated)	-11	-1	30	8	0	1.3	0.6	4	-34	-1.2
O=C(O)C(Cc1c[nH]c2ccccc12)NS(=O)(=O)c1ccc(Cl)cc1 (configuration not stated)	-6	3	-8	2	2	-0.1	-0.9	-2	2	0.4
C#CCOC(=O)c1ccccc1C(=O)N(CC)CC	-2	1	21	-1	12	-1.9	1.0	4	-7	-0.7
CCOc1ccc(S(=O)(=O)N2CCC(C(=O)N3CCN(c4ccccc4F)CC3)CC2)cc1C	6	-4	14	-4	6	1.6	1.1	-3	10	-0.9
CCOC(=O)Cn1c(=NC(=O)CC)sc2c(C)cc(C)cc21	-12	-4	21	4	9	1.3	-3.0	-2	-5	-0.3

Additional records:
compound	CCHF vOTU inh	Rv3671c protease	VHR inh abs	MazF activator	GDH-TPI inh	UGM FP inh	Mtb BioA inh	FBA Mtb inh	BoNT F protease	FadD28 binding
CCCOc1cc(C)c(S(=O)(=O)NC2CC(C)(C)NC(C)(C)C2)cc1C	-5	-2	-5	16	-3	-0.4	.	4	-2	-0.3
O=C1CC[C@@H](CN(Cc2ccccn2)Cc2nc(Cc3ccccc3)no2)N1	-6	-6	13	3	5	-1.9	-1.0	8	-9	-0.6
COCCn1c(=S)[nH]c2cc(C(=O)N3CC(C)CC(C)C3)ccc2c1=O (configuration not stated)	-20	-4	20	0	.	-0.8	0.2	.	4	-3.2
CC(OC(=O)CC(NC(=O)c1ccccc1Cl)c1ccccc1)C(=O)Nc1cccc(Cl)c1Cl (configuration not stated)	6	-21	3	2	4	0.7	.	-1	-3	-1.8
Cc1cccc(C(=O)N(Cc2ccc(C)o2)C2CCS(=O)(=O)C2)c1 (configuration not stated)	18	7	19	7	-11	-9.7	1.5	1	-3	-2.7
COCCn1cnnc1SCC(=O)Nc1cc(C)on1	-1	3	.	-6	1	-0.1	.	-1	-1	-2.4
CNC(=O)[C@H](C)[C@@H]1C[C@@]1(C)[C@@H](NC(=O)OCc1ccccc1)c1ccccc1	8	-14	12	-2	5	0.2	-0.6	-1	-7	-2.7
CCN(CC)S(=O)(=O)c1cccc(NC(=O)CNc2cccc(S(=O)(=O)N3CCOCC3)c2)c1	.	-9	.	1	14	-0.8	0.1	0	4	-1.0
CCCc1oc(C(=O)O)cc1CN1CCOCC1	-23	2	17	7	4	-3.2	-0.1	0	42*	-2.2
Cc1ccccc1/C=N/Nc1nc2ccccc2c(=O)n1O	-9	5	4	8	9	-2.5	.	2	-22	-0.9
N#C/C(=C\c1ccc(Cl)cc1Cl)c1n[nH]c(Cn2cncn2)n1	0	0	22	-2	21	-1.4	1.2	36*	-8	-3.7
O=C(NCCc1ccc(Cl)cc1)C(=O)c1c[nH]c2ccccc12	8	0	2	-3	3	3.6	.	-1	-20	-4.1
COc1ccnc(NCc2ccc(Cl)cc2)c1C#N	-6	-5	-11	0	1	4.1	-1.6	8	-7	0.2
COc1ccc(-c2nc3ccccc3n2Cc2ccccc2)cc1	6	-4	10	6	3	1.6	-0.1	10	-22	-3.0
CCN(C(=O)CN1c2ccccc2CC1C)c1c(N)n(Cc2ccccc2)c(=O)[nH]c1=O (configuration not stated)	-15	-7	34	-3	-4	-2.6	.	1	-5	-1.7
O=C(NC(=O)N1CCN(c2cccc(Cl)c2)CC1)c1ccccc1	7	5	24	-7	7	1.1	1.2	-1	-1	-0.5
